Screening data as filed in PubChem BioAssay.
hcDAF-12 act = H. contortus DAF-12 activation, primary screen; HEK293 hcDAF-12 lit1-tk-luc reporter, luminescence; 0% DMSO, 100% Δ7-dafachronic acid; activation, % at 6.8 µM; 370,000 compounds, 1.4% hits; AID 652067;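 active = activation above the mean of all tested compounds plus 3 SD, cut at about 5.5% in these data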;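 also: 100% = response to 3 µM Δ7-dafachronic acid high control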
ADAM10 inh = inhibits human ADAM10; O14672; recombinant ADAM10, EDANS/DABCYL FRET peptide cleavage, 3 h; inhibition, % at 7 µM; 370,000 compounds, 0.62% hits;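 active = inhibition above a per-campaign cutoff equal to the mean of compounds falling between control-based bounds plus 3 SD, cut at about 20% in these data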;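 also: 0% = DMSO wells while the 100% control is not disclosed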
NPR2 activator = GC-B (human) receptor activation. P20594. HEK293-GC-B cells, CNP EC30, cGMP TR-FRET; 0% at EC30 CNP, 100% saturating CNP. activation, % at 10 µM. 370,000 compounds, 0.11% hits;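 active = activation at 10 µM reaching about 35% in either raw or pattern-adjusted values, limit read from the data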
DAX1 inh-1 = blocks DAX1 repression of SF-1 activated StAR promoter; AID 652010; 370,000 compounds, 1.1% hits; inhibition, % at 6.8 µM; HEK293T StAR-luciferase reporter, SF-1/DAX-1 repression relief;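 active = inhibition above the mean over all tested compounds plus 3 SD, cut at about 3.6% in these data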;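 also: 0% = DAX-1 cells with DMSO and 100% = cells lacking DAX-1 with DMSO; higher inhibition means more luminescence from relief of DAX-1 repression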
sPLA2-III inh = Inhibits HGIII-sPLA2 liposome hydrolysis, primary screen | Q9NZ20 | QFRET BODIPY PC-A2 liposome hydrolysis, fluorescence | inhibition, % at 12.2 µM | 370,000 compounds, 0.56% hits | AID 743126;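 active = inhibition above mean plus 3 SD of compounds lying within the high and low control bounds, cut at about 19% in these data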;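 also: 0% = median of test compound wells and 100% = no enzyme DMSO wells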
DAX1 inh-2 = inhibits human nuclear receptor DAX1; AID 504766; 340,000 compounds, 0.99% hits; inhibition, % at 6.75 µM; HEK293 Gal4-DAX1 luciferase reporter, luminescence;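 active = inhibition above the mean over all tested compounds plus 3 SD, cut at about 4.2% in these data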;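 also: 0% = DAX1-transfected cells with DMSO and 100% = empty-vector control cells with DMSO; inhibition shows as a rise in luminescence from relieved DAX1 repression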
SMARCA2 activ = SMARCA2 function activation, primary screen; 370,000 compounds, 1% hits; MG213 cells, MMTV-luciferase reporter, dexamethasone, overnight; activation, % at 9.1 µM; in the data active = activation above about 7.8%;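 also: 0% = vehicle wells and 100% = reference activator wells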
hgDAF12 agonist = activates the H. glycines DAF-12 receptor ligand-binding domain. HEK293 GAL4-hgDAF12 UAS-luciferase reporter, agonist luminescence; normalized to butyrate control. activation, % at 6.8 µM. 370,000 compounds, 1.8% hits. AID 687014;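 active = activation above a cutoff set at the mean of all screened compounds plus 3 SD, cut at about 10% in these data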;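 also: 0% = DMSO wells and 100% = sodium butyrate wells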
ssDAF12 agonist = activates DAF-12 receptor from parasite S. stercoralis; 370,000 compounds, 1% hits; activation, % at 6.8 µM; HEK293 ssDAF-12/GRIP1 lit1-tk-luc reporter, luminescence; % of 3 µM dafachronic acid response;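 active = activation above the mean over all tested compounds plus 3 SD, cut at about 0.9% in these data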;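 also: 0% = DMSO-only wells and 100% = 3 µM delta7-dafachronic acid wells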
GAA850 FXN act = frataxin GAA850 promoter activation. HEK293 lucGAA850 FXN promoter luciferase reporter, 24 h; percent of 10 µM SAHA response. activation, % at 6 µM. 360,000 compounds, 0.56% hits. AID 540364;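 active = activation above the average of all compounds screened plus 3 SD, cutoff fixed separately per campaign, cut at about 7.5% in these data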;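 also: 0% = DMSO wells and 100% = 10 µM SAHA wells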
GC-A act = GC-A (human) enzyme activation | activation, % at 10 µM | P16066 | HEK293 GC-A cells, cGMP TR-FRET, EC30 ANP; 0% at EC30 ANP, 100% saturating ANP | 370,000 compounds, 0.14% hits; in the data active = activation above about 40%
Target sequence (P16066 whole entry, looked up): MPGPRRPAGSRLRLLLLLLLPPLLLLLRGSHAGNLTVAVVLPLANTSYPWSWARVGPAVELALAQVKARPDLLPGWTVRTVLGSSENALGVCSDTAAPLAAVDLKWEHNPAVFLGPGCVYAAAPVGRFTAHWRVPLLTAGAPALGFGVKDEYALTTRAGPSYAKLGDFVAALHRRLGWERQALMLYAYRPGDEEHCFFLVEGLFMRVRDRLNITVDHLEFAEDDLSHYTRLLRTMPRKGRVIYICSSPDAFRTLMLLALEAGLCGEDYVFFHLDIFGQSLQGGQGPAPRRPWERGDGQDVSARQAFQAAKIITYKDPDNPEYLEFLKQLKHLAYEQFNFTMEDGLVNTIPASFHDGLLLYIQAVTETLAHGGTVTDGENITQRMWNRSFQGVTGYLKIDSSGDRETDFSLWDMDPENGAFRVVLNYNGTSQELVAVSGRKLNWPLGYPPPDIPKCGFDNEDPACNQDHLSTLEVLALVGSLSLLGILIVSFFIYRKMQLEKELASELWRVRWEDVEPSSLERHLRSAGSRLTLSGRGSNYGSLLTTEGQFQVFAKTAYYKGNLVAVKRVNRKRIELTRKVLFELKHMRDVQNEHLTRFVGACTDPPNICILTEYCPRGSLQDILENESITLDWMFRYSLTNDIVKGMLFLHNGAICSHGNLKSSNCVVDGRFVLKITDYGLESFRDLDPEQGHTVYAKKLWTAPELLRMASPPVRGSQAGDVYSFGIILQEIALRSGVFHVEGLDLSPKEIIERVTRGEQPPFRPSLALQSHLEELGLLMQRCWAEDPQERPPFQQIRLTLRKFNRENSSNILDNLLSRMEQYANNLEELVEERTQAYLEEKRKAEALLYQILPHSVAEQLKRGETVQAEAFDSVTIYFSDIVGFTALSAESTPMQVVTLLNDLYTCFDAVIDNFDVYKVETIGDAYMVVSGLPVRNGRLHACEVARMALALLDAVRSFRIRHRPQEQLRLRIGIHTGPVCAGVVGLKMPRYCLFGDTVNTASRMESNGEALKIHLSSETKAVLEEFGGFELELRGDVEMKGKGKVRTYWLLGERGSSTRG
Starred values were filed as active, the others as inactive; nt = no result given. Not all compounds are listed, so the mix of outcomes need not match the whole.

SMILES	hcDAF-12 act	ADAM10 inh	NPR2 activator	DAX1 inh-1	sPLA2-III inh	DAX1 inh-2	SMARCA2 activ	hgDAF12 agonist	ssDAF12 agonist	GAA850 FXN act	GC-A act
COc1ccccc1CCNC1C2CC3CC(C2)CC1C3 (stereo not drawn)	0.2	2	1	-1.0	-2	-0.5	3	2.6	-1.3	-1.8	-4
CC[n+]1c(SC)ccc2cc(OC)ccc21	-0.3	-204	2	-0.3	6	2.0	-2	0.9	-0.4	2.4	7
CC(NC(=O)Oc1ccccc1)C(c1cccs1)N1CCOCC1 (stereo not drawn)	0.2	-1	1	0.1	7	-0.1	2	1.1	-0.6	0.0	1
FC(F)(F)Oc1ccc(C2NCc3ccccc3-n3cccc32)cc1 (stereo not drawn)	0.9	0	-17	-0.4	7	-0.1	-2	1.7	-1.1	0.6	-19
CC(=O)N1N=C2C3CCN(CC3)C2C1c1ccccc1 (stereo not drawn)	-1.4	-2	5	-0.5	2	1.4	-4	-2.4	-0.9	-0.1	5
CN1CCN(C(=O)COc2ccc(-c3nc4ccccc4s3)cc2)CC1	4.8	-73	0	3.9*	-5	-4.2	4	11*	-0.3	0.5	4
C[C@]12CCC3C(CC[C@H]4C[C@@H](O)CC[C@]34C)C1C[C@@H](N)[C@@H]2O (stereo partly drawn)	-0.5	3	-1	1.8	2	-0.8	1	1.5	-1.3	0.7	-4
O=[N+]([O-])c1ccc(C2[C@H]3C(c4ccccc4)=NC4(CCCC4)N23)cc1 (stereo partly drawn)	-0.3	-6	-7	0.2	7	0.8	0	0.1	-1.3	1.2	-7
O=C(COc1ccc2ccc(=O)oc2c1)N1CCC(C(=O)O)(c2ccccc2)CC1	-0.1	-275	3	-0.5	-1	1.6	2	-2.8	0.5	0.5	2
CCOC(=O)c1[nH]ncc1CN1CCCC(C(=O)c2cccc(Cl)c2)C1 (stereo not drawn)	0.9	3	-4	0.0	-1	1.2	-2	-3.7	0.3	-0.3	0
CN1C(=O)N(C)C(=O)C(CCc2ccncc2)(Cc2ccc3c(c2)OCO3)C1=O	-1.2	4	3	0.4	-1	-0.6	-1	-1.2	-1.8	0.6	0
COc1ccc(CCn2c(O)c(/C=N/NC(=O)c3ccncc3)c(=O)[nH]c2=O)cc1OC	0.2	-32	-2	-0.3	-5	0.4	0	-1.2	-1.1	0.5	0
COc1ccc(OCC#CCN2CCNCC2)cc1	-0.3	3	2	0.6	4	-0.3	3	-1.7	0.2	1.5	3
CNc1cc(N2CCN(C)CC2)ccc1[N+](=O)[O-]	-0.2	-3	2	0.6	-5	-0.9	-1	-0.4	-0.8	4.0	2
CC(=O)[C@@]1(O)CC[C@H]2[C@@H]3CC=C4C[C@@H](O)CC[C@]4(C)[C@H]3CC[C@@]21C	1.1	-7	2	0.4	0	0.6	1	4.0	-1.6	1.9	5
O=c1c2ccccc2nc(/C=C/c2ccc([N+](=O)[O-])o2)n1-c1ccc(O)cc1	-1.9	3	-17	-1.2	-8	nt	9.5*	-7.6	-0.6	-13	-41
C=CCC1(CC)C(=O)NC(=S)NC1=O	-0.7	-7	-1	0.2	-1	-0.4	0	1.4	-0.9	1.9	-1
CN(C)C(=O)Oc1c(Cl)cc(Cl)c2ccccc12	-2.0	2	0	-0.1	0	0.3	1	0.3	-1.1	-1.3	0
COc1ccc(CC(=O)C2C(=O)N(C)c3ccccc32)cc1OC (stereo not drawn)	-0.7	-1	-5	-1.2	8	-1.2	-4	-2.7	-0.3	-1.1	-4
Cc1cc(=O)oc2c(C)c(OCC(=O)N3CCC(C(=O)O)(c4ccccc4)CC3)ccc12	-1.5	-307	6	0.5	14	4.6*	-2	3.2	-0.6	3.4	-2
C[C@@H]1CN([C@H](C)CO)C(=O)CCCn2nncc2CO[C@@H]1CN(C)C(=O)Oc1ccc2ccccc2c1	1.0	-7	4	-0.9	3	-0.4	-1	-0.6	-0.5	-1.6	4
c1cncc(CNC2=NCCC2)c1	0.0	2	1	0.2	1	-0.3	-1	0.6	-0.8	-0.5	5
COc1ccc(OC)c(N2C(=O)NC(=O)/C(=C/c3ccc([N+](=O)[O-])s3)C2=O)c1	-1.5	1	2	0.2	-13	0.1	0	-1.0	-1.0	0.9	-4
CC(=O)NCC1=C(c2ccc(S(C)(=O)=O)cc2)C[C@@H]2CC[C@H]1N2CCOc1ccccc1	-1.6	-5	3	0.4	2	nt	-1	4.1	-1.0	nt	-3
O=c1[nH]c(O)c(C=Nc2ccc(Cl)c(C(F)(F)F)c2)c(=O)[nH]1	0.2	-2	-1	-0.1	3	0.5	-2	-0.7	-1.4	0.7	-2
COC(=O)C1=C(c2cccc(C#N)c2)C[C@@H]2CC[C@H]1N2C(=O)N1CCCCC1	-1.2	6	-3	-0.3	-2	0.9	1	-1.8	-1.6	0.5	0
CC[C@H](C)[C@@H](C(=O)N1CCCC1c1nccs1)N(C)C(=O)[C@H](CC(C)C)N(C)C(=O)[C@H](Cc1ccc(OC)cc1)N(C)C(=O)/C=C(\C)OC (stereo partly drawn)	-2.3	5	-2	0.1	-16	-1.9	-2	-5.3	-1.0	-2.5	-6
O=C(Nc1cccc(Cl)c1)OCC#CCN1CCCC1	0.6	-1	2	0.0	-21	0.7	7	3.5	-1.0	1.3	1
Cc1ccc(C)c(NP(=O)(Oc2ccccc2)Oc2ccccc2)c1	-2.8	12	-9	-1.0	0	-2.7	-1	-4.4	-1.1	-3.2	-20
CCC(c1nnnn1Cc1ccccc1)N1CCC(n2c(=O)[nH]c3ccccc32)CC1 (stereo not drawn)	-3.9	-3	3	-4.0	-1	nt	0	-1.7	-1.4	nt	-6
O=C(O)Cn1cc(/C=C2\C(=O)NC(=O)N(c3ccc(Br)cc3)C2=O)c2ccccc21	5.6*	1	-2	0.1	1	-0.5	-5	2.7	1.2*	1.4	-5
Cc1cccc(C)c1-n1nnnc1C(c1cccc2ccccc12)N1CCC2(CC1)C(=O)NCN2c1ccccc1 (stereo not drawn)	-1.1	-1	-1	0.8	9	nt	1	0.6	-0.4	nt	-7
C1CC2OC2CC1C1CO1 (stereo not drawn)	-0.2	-13	-15	0.9	11	0.5	-4	2.6	-0.8	-2.1	-1
Cc1cc(N2CCNC[C@H]2C)ccc1N1CCN[C@@H](C)C1	0.6	2	0	1.9	3	nt	4	1.1	-1.5	nt	2
CC(=O)O[C@@]12CO[C@@H]1C[C@@H](O)[C@@]1(C)C(=O)[C@H](O)C3=C(C)[C@@H](OC(=O)[C@H](O)[C@@H](NC(=O)c4ccccc4)c4ccccc4)C[C@@](O)([C@@H](OC(=O)c4ccccc4)C12)C3(C)C (stereo partly drawn)	-0.1	2	3	-4.0	-21	-5.3	-1	0.5	-1.1	-6.9	2
COc1ccc(-n2nnnc2C(c2cccc3ccccc23)N2CCC3(CC2)C(=O)NCN3c2ccccc2)cc1 (stereo not drawn)	-2.3	21*	1	-1.3	-8	nt	-5	-2.1	-1.9	nt	-3
COc1ccc(N2CCN(CCCN)CC2)cc1	-0.3	1	-2	0.4	-1	-0.9	-1	1.9	-1.4	-0.8	-4
COC12c3ccccc3-c3ccccc3C1C(C(=O)O)C2C(=O)O (stereo not drawn)	-1.5	-9	-7	-0.6	4	nt	0	-2.6	-1.1	nt	0
CC(C)c1ccc(-n2c(O)c(/C=N/NC(=O)c3ccncc3)c(=O)[nH]c2=O)cc1	0.5	-30	1	0.8	-4	-0.9	1	0.4	-0.9	2.7	1
O=C(O)CNC1c2ccccc2CSc2ccccc21 (stereo not drawn)	-0.7	-3	0	0.3	9	nt	-4	-0.6	-1.0	1.6	3
O=c1c2ccc(Cl)cc2[nH]c(=S)n1-c1cccnc1	-0.5	-1	-8	-1.0	16	-0.1	-6	-1.7	-1.4	0.2	-7
Cc1cc(OCc2cc(C(=O)O)oc2C)c2c3c(c(=O)oc2c1)CCCC3	0.1	-297	2	-0.9	-7	0.8	2	0.2	-1.2	0.2	0
O=C1CC(N2CCC(n3c(=O)[nH]c4ccccc43)CC2)C(=O)N1c1ccc(F)cc1 (stereo not drawn)	-0.6	13	1	0.0	-6	-0.4	-2	-1.3	-0.7	0.2	1
C=CCn1c(O)c(C(=O)CCCCCC)c(=O)[nH]c1=O	-1.1	-8	5	0.5	3	2.6	-5	-2.7	-1.4	2.5	-1
O=C1C(=O)c2ccccc2-c2ccccc21	-11	-1	-3	-7.9	-7	-5.5	-12	-22	-4.1	-15	5
COc1ccc2nc(-c3ccc(CN4CCC(n5c(=O)[nH]c6cc(Cl)ccc65)CC4)cc3)c(-c3ccccc3)nc2c1	-3.4	-111	6	-2.1	5	nt	6	-0.3	-1.7	nt	-2
O=C(COc1ccccc1)N1CCN(CC2CC3C=CC2C3)CC1 (stereo not drawn)	-1.4	-3	0	0.7	6	2.6	-4	-0.8	-0.5	0.7	2
COc1ccc(-c2nn(Cc3ccccc3)cc2C(=O)NC2CC2)cc1OC	-1.3	-12	2	-0.9	4	0.1	-2	-1.2	-1.2	0.1	-4
Cc1ccsc1C(=O)C1CCCN(Cc2cn(C)nc2C)C1 (stereo not drawn)	0.8	1	-1	0.2	-4	-1.7	-7	0.7	-0.7	2.7	1
Oc1ccc(C[C@H]2NCCc3cc(O)c(O)cc32)cc1O	-2.2	-2	0	0.1	-8	0.5	3	0.3	-1.0	1.8	-1
C[C@@H]1C(=O)O[C@H]2[C@H](O)[C@]34[C@@H]5OC(=O)[C@]3(OC3OC(=O)[C@H](O)C34[C@H](C(C)(C)C)[C@@H]5O)[C@@]12O (stereo partly drawn)	-2.1	-9	3	0.0	9	-0.4	-5	-1.5	-1.6	-0.2	2
COc1ccc(C(=O)CC2C(=O)N(C)C(=O)N(C)C2=O)cc1	1.0	0	-6	-0.3	1	0.9	2	-0.8	-0.9	0.8	0
Cc1nn(Cc2ccccc2Cl)c(C)c1C(=O)OCC(=O)NC1CCCC(C)C1C (stereo not drawn)	-1.6	12	6	-0.5	1	-0.3	1	1.7	-0.4	0.0	4
O=C(Cn1c(=O)n(CC2CS2)c2ccccc21)N1CCCCCC1 (stereo not drawn)	-1.9	-8	2	-0.7	1	-0.3	-4	-4.3	-1.7	-0.8	2
